High-throughput results as filed in PubChem.
697 NFkB inh: inhibitors of PMA/ionomycin-induced NF-kB reporter, 697 cells, primary screen, B-cell NF-kB inhibitor project, cell-based, luminescence, uHTS; 697 B-cell NF-kB luciferase reporter, 16 h; 330,000 compounds, 0.33% hits; inhibition, % at 4 µM; AID 435022, 2010; in the data active = inhibition above about 35%
UPR CHOP act: activators of apoptotic CHOP UPR arm, primary screen, cell-based, CHO-CHOP luciferase reporter, luminescence, uHTS; UPR activation; percent of tunicamycin response over DMSO baseline; activation, % at 10 µM; 330,000 compounds, 0.34% hits; AID 449763, 2010;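 active = at 10 µM dose, activation of 40% or more, normalized to positive control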;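 also: 100% = tunicamycin at 10 µg/mL and 0% = DMSO alone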
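System: CHO-CHOP luciferase reporter cell line | Buffer or medium: F12 medium containing 10% fetal bovine serum | Doses: One dose, 10 µM in 0.5% DMSO | Times: 6 h compound exposure at 37 °C after overnight seeding | Signal: Luciferase luminescence | Read-out: % activation vs tunicamycin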
Jurkat NFkB inh: inhibitors of induced NF-kB luciferase reporter, primary screen, TCR NF-kB activation inhibitor project, cell-based, luminescence, uHTS; Jurkat, PMA/ionomycin-induced NF-kB luciferase reporter; inhibition, % at 4 µM; 330,000 compounds, 0.53% hits; in the data active = inhibition above about 50%
UPR XBP1 act: activators of adaptive XBP1 UPR arm, primary screen, cell-based, CHO-XBP1 luciferase reporter, luminescence, uHTS | IRE1-XBP1 UPR activation; percent of tunicamycin response, DMSO as zero | activation, % at 20 µM | 330,000 compounds, 0.33% hits;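 active = versus positive control, 20 µM dose yields 30% or more activation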;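 also: 100% = tunicamycin at 10 µg/mL and 0% = DMSO only wells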
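Material: IRE1-XBP1 luciferase reporter CHO line / Quantity: one thousand reporter cells per well / Buffer or medium: F12 with 10% serum / Compound: 20 µM single concentration, DMSO 1% / Times: 6 h treatment, 37 °C / Detection: Steady-Glo luciferase glow luminescence, 10 min after reagent addition / Benchmarks: tunicamycin high, DMSO low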
Gli-Sufu antag: Gli-Sufu pathway antagonists, primary screen, luciferase luminescence, Sufu-KO-LIGHT cells, uHTS; Sufu-KO-LIGHT fibroblasts, Gli luciferase reporter luminescence; inhibition, % at 5 µM; 340,000 compounds, 0.74% hits; AID 588413, 2011;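 active = inhibition above about 55%, limit read from the data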;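 also: 0% = DMSO-treated cells and 100% = wells with medium but no cells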
EBI2 antag: EBI2 receptor antagonists, beta-arrestin recruitment, primary screen, cell-based, luminescence, 7a,25-OHC stimulation, uHTS; G-protein coupled receptor 183 (Homo sapiens), P32249; 360,000 compounds, 0.81% hits; AID 651636, 2012; inhibition, % at 5 µM; 7a,25-OHC stimulated; in the data active = inhibition above about 38%;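 also: enzyme fragment complementation signal reports receptor beta-arrestin coupling in cells; 0% = agonist plus DMSO wells and 100% = wells without agonist; some results beyond the cut were filed as inactive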
Target sequence (P32249 whole entry, looked up, the tested form may be a part): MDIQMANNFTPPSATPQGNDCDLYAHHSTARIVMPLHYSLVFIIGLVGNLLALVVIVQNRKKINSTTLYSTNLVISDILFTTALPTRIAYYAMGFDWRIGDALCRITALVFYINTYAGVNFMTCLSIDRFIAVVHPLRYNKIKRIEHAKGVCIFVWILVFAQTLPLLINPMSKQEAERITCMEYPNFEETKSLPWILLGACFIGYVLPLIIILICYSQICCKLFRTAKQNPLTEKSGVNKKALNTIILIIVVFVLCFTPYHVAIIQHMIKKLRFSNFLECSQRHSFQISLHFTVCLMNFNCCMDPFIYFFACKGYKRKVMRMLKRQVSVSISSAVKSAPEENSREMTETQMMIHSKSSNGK
CCR6 antag: CCR6 receptor antagonists, primary screen, cell-based, CHO-K1, luminescence, beta-arrestin, uHTS; inhibition, % at 20 µM; AID 493098, 2011; 340,000 compounds, 0.49% hits; C-C chemokine receptor type 6 (Homo sapiens), P51684; CHO-K1 CCR6 PathHunter beta-arrestin, CCL20-stimulated;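 active = compounds whose inhibition of the agonist-driven luminescence signal at 20 µM reaches about 50%, limit read from the data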;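 also: cells stimulated with CCL20 at 14 nM final; plate controls were DMSO with CCL20 for no effect and DMSO without agonist for full effect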
Target sequence (P51684 whole entry, looked up): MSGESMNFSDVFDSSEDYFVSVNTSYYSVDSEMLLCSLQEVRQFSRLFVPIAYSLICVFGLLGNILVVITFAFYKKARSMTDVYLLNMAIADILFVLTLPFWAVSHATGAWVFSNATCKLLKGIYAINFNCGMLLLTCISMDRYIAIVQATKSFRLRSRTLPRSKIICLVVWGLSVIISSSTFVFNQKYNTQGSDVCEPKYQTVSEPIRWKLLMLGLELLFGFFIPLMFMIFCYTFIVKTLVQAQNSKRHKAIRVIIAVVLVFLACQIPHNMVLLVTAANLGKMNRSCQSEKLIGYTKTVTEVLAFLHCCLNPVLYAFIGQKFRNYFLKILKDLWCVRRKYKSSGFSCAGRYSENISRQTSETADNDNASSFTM
Mdm2-MdmX inh: inhibitors of human Mdm2-MdmX association, primary screen, cell-based, luminescence, split luciferase, SaOS-2, uHTS; inhibition, % at 8 µM; AID 485346, 2010; SaOS-2 split-luciferase Mdm2/MdmX complementation; 330,000 compounds, 3% hits;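 active = inhibition of at least 50% at 8 µM in the primary screen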
CXCR6 block: CXCR6 receptor inhibitors, primary screen, cell-based, beta-arrestin, luminescence, CHO-K1 PathHunter, 1536-well | inhibition, % at 20 µM | 360,000 compounds, 0.36% hits | AID 602244, 2012; in the data active = inhibition above about 34%, passing the limit was not always enough;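 also: antagonist mode with CXCL16 agonist at 10 nM final; 0% = 10 nM CXCL16 with DMSO and 100% = unstimulated wells without agonist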
Target sequence (O00574 whole entry, looked up): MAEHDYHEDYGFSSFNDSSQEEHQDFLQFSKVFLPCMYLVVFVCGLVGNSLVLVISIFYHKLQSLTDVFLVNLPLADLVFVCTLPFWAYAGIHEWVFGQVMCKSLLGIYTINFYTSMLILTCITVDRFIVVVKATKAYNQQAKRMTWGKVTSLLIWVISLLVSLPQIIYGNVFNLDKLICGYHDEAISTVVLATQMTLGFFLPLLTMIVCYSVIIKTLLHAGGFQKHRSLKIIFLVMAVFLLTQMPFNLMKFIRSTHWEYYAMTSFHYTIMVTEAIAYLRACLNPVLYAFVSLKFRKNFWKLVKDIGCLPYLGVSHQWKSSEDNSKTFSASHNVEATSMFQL
* = called active by the depositor; . = no result given.

#	molecule	697 NFkB inh	UPR CHOP act	Jurkat NFkB inh	UPR XBP1 act	Gli-Sufu antag	EBI2 antag	CCR6 antag	Mdm2-MdmX inh	CXCR6 block
1	CCC(=O)Nc1ccc(N2CCCCC2)c(C(=O)Nc2ccc(OC)cc2)c1	9	-0.2	-2	-9	10	9	16	10	-5
2	Cc1ccc2c(CN3CCCCC3)cc(=O)oc2c1	-14	2.0	-22	-3	-4	2	10	-20	3
3	C=CCn1c(SCc2c(C)noc2C)nc2sc(C)c(C)c2c1=O	-27	0.3	23	7	13	16	13	56*	11
4	COC(=O)c1ccc(NC(=O)C2CCCN2C(=O)Nc2cccc(C(C)=O)c2)cc1 (stereo not drawn)	9	1.5	-2	-4	12	-1	6	-6	2
5	Cc1ccc(CNC(=O)c2ccc(NC3=NC4CS(=O)(=O)CC4S3)cc2)cc1 (stereo not drawn)	3	3.4	5	-1	-1	-1	0	13	-10
6	O=C(COC(=O)C1CC1)NCCc1ccccc1	-13	1.2	-6	1	-5	9	0	4	0
7	O=C(O)c1ccccc1NC(=S)NC(=O)c1cccc2ccccc12	6	-0.5	11	-1	3	-3	29	-9	9
8	Cc1ccc2c(c1)N(CC(=O)NCCCN1CC(C)CC(C)C1)C(=O)c1cccnc1O2 (stereo not drawn)	8	-0.4	-9	2	1	-4	8	20	1
9	O=C(c1ccccc1)N1CCCCC1	.	.	.	.	-3	-3	-1	.	-4
10	COc1cc2ccccc2cc1C(=O)NC(=S)Nc1ccc(C(=O)O)cc1	-65	1.6	-2	-3	-27	-2	19	34	0

Additional results follow.
#	molecule	697 NFkB inh	UPR CHOP act	Jurkat NFkB inh	UPR XBP1 act	Gli-Sufu antag	EBI2 antag	CCR6 antag	Mdm2-MdmX inh	CXCR6 block
11	CC(C)Oc1ccc2c3c(c(=O)oc2c1)CCC3	-12	6.2	-44	4	-25	-5	12	-16	-2
12	CC1CN(CC(O)c2ccc(Br)cc2)CCO1 (stereo not drawn)	.	.	.	.	0	3	3	.	-12
13	Cc1ccc(-n2c(C)nnc2SCC(=O)NNC(=O)c2ccco2)cc1	4	-0.1	-5	-2	-9	-11	11	-22	32
14	O=C(c1ccccc1)C(C(=O)N1CCCCC1)n1ccccc1=O (stereo not drawn)	3	0.7	13	1	-6	8	-5	-16	0
15	COc1ccc(C(=O)n2c(C)c(CCO)c(=O)n2C)cc1	5	-0.9	-6	-2	6	4	-4	-6	-4
16	O=C(Nc1ccnn1C1CCN(Cc2cccc(OCCO)c2)CC1)C1CC1	1	0.4	-16	-3	7	8	18	21	4
17	C=CCc1ccc(OC(=O)NC2CCCCC2)c(OC)c1	-20	7.5	2	0	-37	-2	8	-19	-8
18	Cc1c(NC(=S)NC(=O)C(C)(C)C)cccc1[N+](=O)[O-]	-19	4.3	-12	2	5	-1	17	2	22
19	CN1C(=O)/C(=C2\SC(N)=NC2=O)c2ccccc21	13	-1.5	-1	1	6	-6	20	19	5
20	COC(=O)c1ccc(CN2CCN(C3CCCC3)C(CCO)C2)cc1 (stereo not drawn)	5	-0.1	0	-1	10	11	5	24	-1

Additional structures
#	molecule	697 NFkB inh	UPR CHOP act	Jurkat NFkB inh	UPR XBP1 act	Gli-Sufu antag	EBI2 antag	CCR6 antag	Mdm2-MdmX inh	CXCR6 block
21	CCN1CCc2c(OCc3ccc(C)cc3)cccc2C1=O	20	-0.8	12	-1	0	-1	10	27	-5
22	Cc1nc(-c2cccs2)sc1C(=O)O	-5	0.8	-16	0	-6	-9	6	-21	0
23	CN(CC(=O)Nc1ccc(Cl)c(C(F)(F)F)c1)C(=O)/C=C/c1cccs1	14	0.2	-20	0	0	6	14	36	0
24	CC(C)CC(NC(=O)c1ccccc1)C(=O)OCC(=O)Nc1ccc(S(N)(=O)=O)cc1 (stereo not drawn)	14	0.3	-1	-2	19	-10	2	-7	3
25	O=C(Cn1[nH]c(=O)c2ccccc2c1=O)Nc1ccc2c(c1)CCC2	-59	0.7	-12	0	9	-4	12	-30	10
26	COc1ccc(NS(=O)(=O)c2cc(NC(=O)Cn3cnc4c3c(=O)n(C)c(=O)n4C)ccc2C)cc1	12	-0.4	12	-2	-24	6	0	27	6
27	Cc1c(N=C2NC(=O)/C(=C/c3ccc(O)cc3)S2)c(=O)n(-c2ccccc2)n1C	3	0.8	1	2	.	2	19	-1	3
28	COc1ccc(C2CC(C(F)(F)F)n3nc(C(N)=O)c(Cl)c3N2)cc1OC (stereo not drawn)	-15	-1.7	11	0	3	-4	3	7	0
29	Cc1ccccc1NC(=O)Cc1nc(COC(=O)c2cccc(O)c2)cs1	18	0.0	4	-4	4	2	8	17	0
30	CNCCC(=O)N1c2ccccc2CCc2ccc(NC(=O)OC)cc21	-19	0.5	-20	-4	-4	-3	8	-9	-1

Further records
#	molecule	697 NFkB inh	UPR CHOP act	Jurkat NFkB inh	UPR XBP1 act	Gli-Sufu antag	EBI2 antag	CCR6 antag	Mdm2-MdmX inh	CXCR6 block
31	COc1ccc(NC(=O)CCN2CCN(Cc3ccccc3)CC2)c(OC)c1	-17	-0.5	-6	-3	12	-11	15	-15	-1
32	CCC(C)(C)NC(=O)C(c1ccc(OC)cc1)N(C(=O)CCC(=O)Nc1cc(C)on1)C(C)(C)C (stereo not drawn)	-3	-1.1	3	-4	2	-5	3	-16	-2
33	O=C(Nc1ccccc1)C1CCOC1=O (stereo not drawn)	-9	3.0	-4	3	6	-1	4	-13	1
34	CCC(C)NC(=O)C1CCN(c2nc(C)cc(C)n2)CC1 (stereo not drawn)	0	-1.7	1	3	-17	2	3	9	-1
35	COc1ccc2c(c1)Cc1sc(NC(=O)c3cccnc3)nc1-2	14	1.5	19	-2	-7	-8	6	8	0
36	CCN(CC)c1ccc(/C=N/OCC(=O)Nc2cccc(C)c2)cc1	8	-1.4	-3	0	14	0	28	-12	0
37	CCOC(=O)Cc1nnc(NC(=O)C(CC)Sc2nnc3c4ccccc4n(C)c3n2)s1 (stereo not drawn)	4	1.3	4	-6	-3	6	5	-2	7
38	COc1cccc(C(=O)Nn2cnnc2)c1	21	0.2	7	-1	-3	2	8	-40	3
39	Cc1ccc2c(c1)cc(CN(Cc1ccc3c(c1)OCO3)C(=O)c1cnccn1)c1nnnn12	10	2.5	12	-1	-2	11	20	14	-1
40	COc1cc2c(cc1OC)CC(=O)N(C)CC2	15	1.6	13	0	6	-4	-1	14	-3

(next part)
#	molecule	697 NFkB inh	UPR CHOP act	Jurkat NFkB inh	UPR XBP1 act	Gli-Sufu antag	EBI2 antag	CCR6 antag	Mdm2-MdmX inh	CXCR6 block
41	Cc1ccccc1-n1cc(C(=O)c2cc(Cl)ccc2O)cc(C#N)c1=O	-5	-1.6	-5	-2	2	-3	12	35	1
42	COc1ccc(/C=C(/NC(=O)c2ccccc2)C(=O)Nc2cccc(C(=O)O)c2)cc1	-1	2.3	-3	-3	4	-13	14	11	-10
43	Cc1ccc(S(=O)(=O)C2(C(=O)Nc3ccc(Br)cc3)CC2)cc1	12	-1.7	7	1	2	6	11	12	0
44	CCC(=O)Nc1ccccc1C(=O)N1CCOCC1	-2	-0.3	9	-2	3	-9	0	38	-4
45	COc1ccc(CCNC(=O)CO/N=C/c2cc3c(cc2Br)OCO3)cc1OC	-5	1.4	-1	-3	7	8	3	-21	4
46	O=C(O)c1ccc(C=NN=Cc2ccco2)cc1	.	.	.	.	-3	-18	9	.	0
47	Cc1ccc(NC(=O)CN(C)CC(=O)Nc2cccc(F)c2)cc1[N+](=O)[O-]	-29	2.7	34	4	67*	-8	-6	11	-6
48	CCOC(=O)c1c(NC(=O)C(C)Sc2cccc[n+]2[O-])sc2c1CCN(Cc1ccccc1)C2 (stereo not drawn)	.	.	.	.	11	-2	14	.	7
49	O=C(CSc1nnc(-c2ccco2)n1Cc1ccccc1)c1ccccc1	-43	6.3	-50	-2	-17	5	11	13	12
50	Cc1ccc(-c2c(C)n([O-])c3c([n+]2=O)CCCC3)o1	15	3.0	5	-3	-1	-3	2	7	0

Later entries.
#	molecule	697 NFkB inh	UPR CHOP act	Jurkat NFkB inh	UPR XBP1 act	Gli-Sufu antag	EBI2 antag	CCR6 antag	Mdm2-MdmX inh	CXCR6 block
51	CN(C)C(=S)NC(=O)C12CC3(C)CC(C)(CC(C)(C3)C1)C2	-2	0.2	4	0	-9	-2	6	16	-3
52	COc1ccc2[nH]c3c(=O)n(CCCN4CCOCC4)cnc3c2c1	-1	0.1	-5	-3	-26	-4	-7	-13	-6
53	COc1cc(/C=C/C(=O)OCC(=O)Nc2c(C)n(C)n(-c3ccccc3)c2=O)cc(OC)c1OC	8	-0.6	-3	-3	-2	0	-14	7	3
54	COc1ccc(C(CCO)NC(=O)c2cccs2)cc1OC (stereo not drawn)	9	-2.5	-4	0	-27	-7	18	-3	-1
55	O=C(COc1ccc(F)cc1)NCCN1CCCC1	3	-0.6	-3	-4	1	-7	-4	-11	-3
56	COc1ccc(OC)c(C2=NOC(C(=O)NCc3ccco3)C2)c1 (stereo not drawn)	-1	-1.1	25	-2	-2	1	-4	17	-1
57	CC1(C(=O)NNC(=O)C2CCCCC2)CC1(Cl)Cl (stereo not drawn)	15	1.4	6	-1	4	-11	3	-2	-2
58	Cc1ccc(-c2nnn3c2nc(NCCc2ccc(S(N)(=O)=O)cc2)c2ccccc23)cc1	5	11	-13	15	7	-45	-9	48	-5
59	N#CCSc1ccccc1NC(=O)COC(=O)CCNC(=O)c1ccc([N+](=O)[O-])cc1	1	-1.0	2	-1	1	-16	-4	35	-17
60	O=C(CSc1nnc(-c2ccccc2)o1)Nc1ccccc1F	-159	-1.1	-33	-3	-11	-8	4	-6	-6

(list continues)
#	molecule	697 NFkB inh	UPR CHOP act	Jurkat NFkB inh	UPR XBP1 act	Gli-Sufu antag	EBI2 antag	CCR6 antag	Mdm2-MdmX inh	CXCR6 block
61	COc1ccc(C(Nc2ccc(S(=O)(=O)NCC3CCCO3)cc2)C(=O)NC(C)(C)C)cc1OC (stereo not drawn)	9	-0.6	-4	0	.	-12	-5	-7	-1
62	CCc1cccc(CC)c1-n1c(-c2cccnc2)n[nH]c1=S	2	-2.1	-7	-2	-1	6	-11	12	0
63	Cc1ccc(S(=O)(=O)N2CCOCC2)cc1NC(=O)COC(=O)Cc1ccccc1	-4	-0.9	10	-1	1	8	13	3	5
64	O=C(c1ccc2ncsc2c1)N1CCN(c2ccccc2Cl)CC1	-37	2.1	-3	3	-24	74*	-3	-11	0
65	CC(=O)N1CCN(S(=O)(=O)c2cccc(C(=O)Nc3ccc(F)c(F)c3)c2)CC1	-12	2.2	4	-8	41	-2	-4	3	-3
66	CN(CCc1ccccn1)C1CCCN(S(=O)(=O)c2ccccc2Cl)C1 (stereo not drawn)	2	0.2	4	-4	-10	-4	5	13	2
67	CCCCc1ccc(NC(=O)CSc2nc(=O)n(CCN3CCOCC3)c3c2CCC3)cc1	-28	0.3	-1	-1	-5	-9	7	24	5
68	CCCc1nnc(NC(=O)CCC(=O)NCCc2ccc(Cl)cc2)s1	-42	0.1	-4	1	-22	-6	10	-28	-2
